zfTRPN1 agonist = agonists of zebrafish TRPN1 channel; activation, % at 3 µM; 0.18% of 220,000 active; HEK293 zebrafish TRPN1-YFP, Fluo-8 calcium fluorescence; 100% = response to 87 µM carbachol;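 active = activation above its plate's cutoff, the mean activation of test wells on that plate plus 3 SD, cut at about 19% in these data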;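 also: 0% = DMSO alone and 100% = 87 µM carbachol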
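Material: zebrafish TRPN1-YFP in HEK293 cells; Doses: single test compound dose, 3 µM nominal, 0.3% DMSO; Timing: dye loading 1 h at 37 °C, then 30 min room temperature; Technique: intracellular calcium fluorescence with Fluo-8; Benchmarks: high carbachol 87 µM, low DMSO alone.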
TRPML3 ag = activates the human TRPML3 channel; Q8TDD5; HEK293 TRPML3-YFP, Fluo-8 calcium fluorescence; 100% = the carbachol control signal; activation, % at 3 µM; 0.29% of 220,000 active; AID 1448;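 active = activation above its plate's cutoff, the mean activation of the plate's test wells plus 3 SD, cut at about 12% in these data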;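 also: 0% = DMSO only wells and 100% = carbachol wells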
Target sequence (Q8TDD5 whole entry, looked up): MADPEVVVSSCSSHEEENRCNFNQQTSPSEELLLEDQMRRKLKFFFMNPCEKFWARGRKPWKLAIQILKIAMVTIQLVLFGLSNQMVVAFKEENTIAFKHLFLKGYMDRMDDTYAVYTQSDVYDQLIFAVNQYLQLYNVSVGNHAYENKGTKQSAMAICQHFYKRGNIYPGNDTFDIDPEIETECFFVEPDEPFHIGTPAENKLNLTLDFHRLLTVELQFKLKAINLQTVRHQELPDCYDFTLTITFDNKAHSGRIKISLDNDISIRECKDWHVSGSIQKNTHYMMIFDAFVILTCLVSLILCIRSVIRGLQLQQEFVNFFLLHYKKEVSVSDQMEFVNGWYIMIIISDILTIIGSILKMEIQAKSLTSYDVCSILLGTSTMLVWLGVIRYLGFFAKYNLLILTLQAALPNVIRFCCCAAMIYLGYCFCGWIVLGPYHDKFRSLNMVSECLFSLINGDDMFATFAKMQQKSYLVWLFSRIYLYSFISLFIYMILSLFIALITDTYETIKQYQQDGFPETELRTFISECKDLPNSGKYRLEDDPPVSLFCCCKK
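Test system: TRPML3-YFP stable HEK293 cells. Doses: single point at 3 µM. Incubation: dye loading 1 h 37 °C then 30 min ambient, 125 s read. Signal: Fluo-8 calcium dye fluorescence, ex 470-495, em 515-575 nm. Measure: percent activation from peak-to-basal fluorescence ratio, scaled between DMSO and carbachol.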
S1P4 agonist = activates the human S1P4 receptor; S1P4-expressing cell line, agonist reporter assay; 0.35% of 220,000 active; O95977; activation, % at 4.98 µM; AID 1509; in the data active = activation above about 11%;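 also: 0% = DMSO vehicle and 100% = reference agonist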
Target sequence (O95977 whole entry, looked up): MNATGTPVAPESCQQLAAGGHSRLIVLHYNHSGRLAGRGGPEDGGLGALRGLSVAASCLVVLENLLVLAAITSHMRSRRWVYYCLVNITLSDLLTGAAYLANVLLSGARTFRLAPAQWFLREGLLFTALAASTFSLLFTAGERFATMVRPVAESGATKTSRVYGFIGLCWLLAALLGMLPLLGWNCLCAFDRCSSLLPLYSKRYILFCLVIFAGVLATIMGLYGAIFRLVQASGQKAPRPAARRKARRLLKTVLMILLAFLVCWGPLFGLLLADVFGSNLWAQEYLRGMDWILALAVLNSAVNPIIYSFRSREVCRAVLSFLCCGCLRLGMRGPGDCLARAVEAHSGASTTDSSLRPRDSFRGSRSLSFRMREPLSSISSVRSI
Calpain2 inh = inhibitors of pig calpain II. purified calpain II, fluorogenic peptide substrate, 30 min. inhibition, % at 16 µM. 0.37% of 220,000 active. AID 1236;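 active = inhibition above about 50%, limit read from the data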
Ba/F3 V617F tox = lowers viability of Ba/F3 cells expressing EpoR and JAK2V617F | ATP luminescence | inhibition, % at 5.6 µM | 1.1% of 220,000 active;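 active = inhibition above the campaign mean plus 3 SD over all tested compounds, cut at about 24% in these data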;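 also: cytokine-independent growth of Ba/F3 cells driven by EpoR plus mutant JAK2; 0% = DMSO-treated cells and 100% = JAK inhibitor I control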
S1P4 antag = blocks the human S1P4 receptor; S1P4-expressing cells, antagonist mode, reporter read-out; inhibition, % at 4.98 µM; 0.26% of 220,000 active; AID 1510; in the data active = inhibition above about 29%;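 also: 0% = wells stimulated with agonist and 100% = vehicle wells without agonist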
BaF3 parental = counter-screen for JAK2V617F inhibitors: parental Ba/F3 viability inhibitors. CellTiter-Glo ATP luminescence. inhibition, % at 5.6 µM. 1.1% of 220,000 active. AID 1486;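 active = inhibition above a per-campaign cutoff, the mean inhibition of all tested compounds plus 3 SD, cut at about 27% in these data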;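 also: 0% = DMSO wells and 100% = JAK Inhibitor I control wells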
PERK inhibitor = human PERK inhibition, primary cell-based screen; inhibition, % at 5.6 µM; Q9NZJ5; CHO PERK-DD fusion, SEAP luminescence translation reporter; AID 1416; 0.17% of 220,000 active;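 active = inhibition above the mean inhibition of all tested compounds plus 3 SD, set separately per screening campaign, cut at about 2.9% in these data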;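 also: PERK kinase domain activated by AP20187 dimerizer at 100 nM; 0% = DMSO with dimerizer and 100% = rapamycin at 8.4 µM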
EP2 mod = modulates human prostaglandin E2 receptor EP2 signaling. induction, % at 25 µM. EP2-expressing cells, cAMP HTRF FRET, PGE2 co-stimulation. P43116. 0.83% of 260,000 active;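 active = compounds whose cAMP rise, as percent of the full-agonist control response, exceeds 60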;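 also: rat C6 glioma line stably carrying human EP2 under a CMV promoter; the protocol text gives 20 µM as final concentration; 100% = response of wells given 1 µM PGE2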
* marks the source's active call; other numbers are inactive results.

Results follow in this order: zfTRPN1 agonist, TRPML3 ag, S1P4 agonist, Calpain2 inh, Ba/F3 V617F tox, S1P4 antag, BaF3 parental, PERK inhibitor, EP2 mod
COc1ccccc1C1CC(c2ccccc2)=NN1S(=O)(=O)c1ccccc1 (centres undefined)
  -1.2, -1.0, 1.5, 4, -4, -11, -6, -0.2, 43
COc1ccc(C(=O)/C=C/c2cn(CC(O)CN3CCOCC3)c3ccccc23)cc1 (centres undefined)
  1.8, 1.3, 3.9, -40, -2, 1, -1, -1.6, -15
CCN(CC)C(=O)c1sc(NC(=O)c2ccc(C)c([N+](=O)[O-])c2)c(C#N)c1C
  1.7, 1.1, -0.7, 26, -1, -11, -2, 1.2, -11
COc1cc(/C=C/C(=O)OCC(=O)N2CCc3ccccc3C2)ccc1O
  1.2, 0.2, -0.8, -66, -1, -3, 9, -0.4, -47
O=C(OCc1ccc([N+](=O)[O-])cc1)C1CCN(S(=O)(=O)c2ccccc2)CC1
  1.6, 0.7, -1.6, 10, 2, -36, 5, 0.8, -35
CC(C)N1C(=O)CN(C2CCCCCC2)C(=O)C1c1ccccc1F (centres undefined)
  1.0, 0.7, -2.8, 13, -1, -4, 3, -1.1, 0
Cc1c(CN2CCCC(CO)(Cc3cccc(Cl)c3)C2)cnn1C (centres undefined)
  1.6, 0.8, 0.5, -20, -1, 12, 1, -1.6, -8
O=C(CSc1cccs1)Nc1cccc2ccccc12
  -1.3, -0.4, -0.5, 18, -1, -9, 5, 0.2, -19
COC(=O)CSc1[nH]c(=O)cc(C)c1C#N
  -0.3, 0.4, 3.6, -5, -1, -5, 4, 1.2, -7
NC(=O)c1c(NC(=O)c2ccc(S(=O)(=O)N3CCOCC3)cc2)sc2c1CCCCC2
  0.8, 0.3, -2.2, -52, -4, 5, -2, 0.0, 9
Cc1ccc(-n2nnnc2SCC(=O)N2CCc3ccccc3C2)cc1
  -0.3, -0.1, -0.3, 39, 3, -6, 2, -0.2, -10
CCc1ccccc1OCCCCN1CCCC1
  0.4, 0.0, -0.7, -1, 0, -10, 3, 0.4, -11
C/C(CC(=O)Nc1ccccn1)=N\NC(=O)c1ccc2ccccc2c1
  -0.3, -0.2, -3.8, -1, -3, 1, 2, 0.1, -41
O/N=C(/Cc1ccccn1)c1ccccc1
  1.1, 0.5, -1.0, 32, -5, -3, -2, 2.0, -8
CN(C)/C=C(\C(=O)c1ccccc1)c1nnnn1-c1ccc(F)cc1
  2.5, 0.8, -1.3, -12, -3, 25, 1, 0.3, 6
CCCOC1CCCN(Cc2nc(-c3ccc(C(=O)OC)cc3)no2)C1 (centres undefined)
  -1.3, -0.1, 1.2, 22, 5, -8, -1, -1.2, -27
COc1ccc(OCC(=O)O/N=C(\N)Cc2ccc(Cl)cc2Cl)cc1
  -1.8, -0.1, 4.6, -13, 0, 7, 4, 0.0, 17
CC(=O)O[C@@H]1[C@@H](OC(C)=O)[C@H](n2ccc3cc([N+](=O)[O-])ccc32)OC[C@@H]1OC(C)=O
  1.1, -0.3, -2.4, 15, 1, 10, 1, -1.6, 10
CCOC(=O)N1CCN(c2ccc(O)cc2)CC1
  0.7, 0.1, 1.8, 12, 3, 6, 7, 1.1, 16
CCn1cc(C(=O)N2CCN(Cc3ccc4c(c3)OCO4)CC2)c2cc(OC)c(OC)cc2c1=O
  -0.1, 0.6, -1.4, -4, 0, -11, 1, -0.8, 18
COc1ccc2c(c1)c(=O)cc(C)n2CC(=O)NCc1ccco1
  1.5, 1.2, 0.3, -47, -2, -5, 4, -0.5, -3
C#CCOCCOCCOCCNc1nc(N2CCOCC2)nc(N2CCN(C(=O)[C@H](CCCCN)n3cc([C@@H](N)CC(C)C)nn3)CC2)n1
  0.6, 0.8, 0.2, -5, 1, -12, -2, 1.6, 12
COc1ccc(/C=N/NC(=O)CNC(=O)c2ccc(S(=O)(=O)N3CCOCC3)cc2)c(OC)c1
  -1.5, 0.3, 0.1, 26, 2, -22, 0, 0.0, -13
Cc1cc(SCC(=O)NCCN2C(=O)CSC2=O)nc2c(C)cccc12
  -1.4, -0.1, -0.2, 1, 2, -18, 7, -0.2, 25
Fc1cc(F)cc(NC(=S)NCCCN2CCOCC2)c1
  1.6, 1.0, 1.1, 0, 4, -13, 7, -0.1, -8
CCN(CC)c1ccc(/C=C2\SC(=O)N(C(C)C)C2=O)o1
  40*, 9.2, 0.6, 18, 51*, 21, 44*, -1.7, 12
CCOc1ccc(NC(=O)CSc2ncn[nH]2)c([N+](=O)[O-])c1
  -0.1, 0.3, -1.0, -2, -2, -14, 7, 0.8, 5
Cc1ccc2nc(SCC(=O)NCc3ccco3)c(C#N)cc2c1
  -0.6, 0.7, -0.4, -22, 4, -2, 7, 0.8, 12
NC(=O)C1CCN(CCC(=O)Nc2ccc(Br)cc2)CC1
  1.1, -0.2, 1.0, 18, -6, -12, 2, 1.0, -4
CCCOc1ccc(-c2cc(C(=O)NCC3CCCO3)c3ccccc3n2)cc1 (centres undefined)
  0.0, 0.4, 0.4, -219, 2, -10, 9, -0.1, -24

Not a retest: 3 of the compounds above.
Results follow in this order: zfTRPN1 agonist, TRPML3 ag, S1P4 agonist, Calpain2 inh, Ba/F3 V617F tox, S1P4 antag, BaF3 parental, PERK inhibitor, EP2 mod
CCN(CC)c1ccc(/C=C2\SC(=O)N(C(C)C)C2=O)o1
  40*, 9.2, 0.6, 18, 51*, 21, 44*, -1.7, 12
CCOc1ccc(NC(=O)CSc2ncn[nH]2)c([N+](=O)[O-])c1
  -0.1, 0.3, -1.0, -2, -2, -14, 7, 0.8, 5
Cc1ccc2nc(SCC(=O)NCc3ccco3)c(C#N)cc2c1
  -0.6, 0.7, -0.4, -22, 4, -2, 7, 0.8, 12

Record cards, from the list above:
CC(C)N1C(=O)CN(C2CCCCCC2)C(=O)C1c1ccccc1F (centres undefined) as listed: zfTRPN1 agonist = 1.0; TRPML3 ag = 0.7; S1P4 agonist = -2.8; Calpain2 inh = 13; Ba/F3 V617F tox = -1; S1P4 antag = -4; BaF3 parental = 3; PERK inhibitor = -1.1; EP2 mod = 0
NC(=O)c1c(NC(=O)c2ccc(S(=O)(=O)N3CCOCC3)cc2)sc2c1CCCCC2 as listed: zfTRPN1 agonist = 0.8; TRPML3 ag = 0.3; S1P4 agonist = -2.2; Calpain2 inh = -52; Ba/F3 V617F tox = -4; S1P4 antag = 5; BaF3 parental = -2; PERK inhibitor = 0.0; EP2 mod = 9

Later entries.
Results follow in this order: zfTRPN1 agonist, TRPML3 ag, S1P4 agonist, Calpain2 inh, Ba/F3 V617F tox, S1P4 antag, BaF3 parental, PERK inhibitor, EP2 mod
O=C(C1=C[C@@H](c2csc3ccccc23)C[C@@H](OCc2ccc(CO)cc2)O1)N1CCN(Cc2ccc3c(c2)OCO3)CC1
  2.8, 1.4, -1.1, -6, 2, 10, 0, 0.7, -16
C=CCn1c(SCCCCCC)nc(O)cc1=O
  -0.2, -0.1, -0.3, 13, -3, 13, 5, -0.1, 18
COCC(C)NC(=O)c1cc(-c2ccccc2OC)on1 (centres undefined)
  -0.8, -0.5, 2.2, -30, 2, 17, 3, -1.5, -16
CCOC(=O)C1CSC2(CCC(c3ccccc3)CC2)N1 (centres undefined)
  0.3, 0.3, 1.3, -16, 1, 12, 5, 1.0, 14
Cc1ccccc1OCc1nc2c3c(ncn2n1)-c1ccccc1CC31CCCC1
  2.4, 1.2, 0.8, 13, 2, -5, 5, 1.1, 2
Cc1ccccc1CC1(CO)CCCN(C(=O)c2ccccc2Cl)C1 (centres undefined)
  11, 1.7, 1.2, -16, 0, -10, 10, -0.4, -71
N#Cc1c(-c2ccccc2)nc(-c2ccncc2)[nH]c1=O
  0.4, -0.3, 0.8, 1, -1, -27, 7, 0.9, 17
COc1ccc(CC(=O)NNC(=O)CSc2ccc(C)cc2)cc1
  -0.8, 0.7, 0.2, 8, 2, 10, 4, 0.6, 16
Cc1ccc(C)c(/C(O)=C2\C(=O)C(=O)N(CCCn3ccnc3)C2c2ccncc2)c1 (centres undefined)
  0.6, 0.3, -0.6, -3, 2, -4, 4, 2.3, 29
CC(=O)c1cccc(NC(=O)CN(c2ccc(F)cc2)S(C)(=O)=O)c1
  1.6, 0.3, 1.3, -1, -1, 4, 3, -0.3, 21
COc1cc(/C=C2\SC(=S)N(NS(=O)(=O)c3ccccc3)C2=O)ccc1O
  25*, 17*, 2.0, 17, -1, -13, -7, 0.1, 10
COC(=O)c1cc2ccccc2c(=O)s1
  -0.8, 0.0, 0.9, 4, -1, -2, 1, 1.2, 14
NS(=O)(=O)c1cccnc1Nc1cccc(Cl)c1Cl
  -1.0, -0.3, 1.1, -29, -5, -5, 0, 0.1, -9
C=CCc1cccc(/C=N/NC(=O)CNc2ccccc2)c1O
  0.6, 0.5, 0.4, 2, 1, -16, 5, 0.5, 5
COC(=O)C1C(c2ccccc2)C(C(=O)O)C1c1ccccc1 (centres undefined)
  0.1, 0.8, 0.2, 8, -4, -11, -5, 1.6, 11
O=C1CC(C(=O)NC2CCCCC2)C(c2ccccc2)O1 (centres undefined)
  0.1, 0.1, 0.8, -8, 0, -16, 0, -0.2, 5
CCOc1cc(C(=O)N(C)c2ccccc2)cc(OCC)c1OCC
  -1.4, -1.0, 0.9, 15, -1, 4, 2, -0.4, 2
CCNC(=O)/N=C1/NC(=O)C(C(C)C)O1 (centres undefined)
  -1.5, 0.8, 0.5, -6, -2, -8, -1, 1.3, 10
COc1ccc(-n2c(C)nc3sc4c(c3c2=O)CCCC4)cc1
  0.2, 0.1, 2.2, -6, 1, -9, 2, -0.4, 2
COc1ccc(-n2c(-c3ccccc3)c[n+]3c2CCC3)cc1
  0.5, 0.7, 2.3, -13, 75*, -9, 63*, 1.6, 1
Cc1ccc(S(=O)(=O)N(C)c2ccc(C(=O)N3CCc4ccccc4C3)cc2)cc1
  -1.4, -0.6, 0.8, 30, 2, -2, 10, 1.7, -15
O=C(O)CCN1C(=O)C2CCCCC2C1=O (centres undefined)
  0.2, 0.9, 1.4, -30, 0, -12, 7, 1.4, 4
Cc1nn(CC2CC2)c(=O)n1-c1ccccc1F
  -0.5, 0.0, 0.7, 10, 0, 0, 2, 0.9, 16
O=C(Nc1ccc(Cl)cc1)Nc1ccc(C(=O)N2CCOCC2)cc1
  3.0, 1.2, 0.2, 0, -3, 6, -2, -0.5, -39
Cc1ccc(C(=O)c2cc([N+](=O)[O-])ccc2N2CCCCC2)c(C)c1
  -1.2, 0.7, -2.7, 14, 88*, 23, 87*, 0.4, 63*
CSc1ccccc1C(=O)NCc1ccc(S(N)(=O)=O)cc1
  0.0, 1.1, -1.6, -15, 0, 8, 4, 1.0, 15

Taken from above:
In Ba/F3 V617F tox, CCNC(=O)/N=C1/NC(=O)C(C(C)C)O1 (centres undefined) shows -2
In zfTRPN1 agonist, CCc1ccccc1OCCCCN1CCCC1 shows 0.4
In PERK inhibitor, Cc1nn(CC2CC2)c(=O)n1-c1ccccc1F shows 0.9

Assay outcomes as filed in PubChem.
